Screening results deposited in PubChem by Sanford-Burnham Center for Chemical Genomics.
SENP8 block-1: SENP8 protease inhibition. AID 2540. actives 1.2% (n = 330,000). purified SENP8, Z-RLRGG-aminoluciferin cleavage, luminescence. inhibition, % at 10 µM; in the data active means inhibition above about 50%
Target sequence (Q96LD8 whole entry, looked up): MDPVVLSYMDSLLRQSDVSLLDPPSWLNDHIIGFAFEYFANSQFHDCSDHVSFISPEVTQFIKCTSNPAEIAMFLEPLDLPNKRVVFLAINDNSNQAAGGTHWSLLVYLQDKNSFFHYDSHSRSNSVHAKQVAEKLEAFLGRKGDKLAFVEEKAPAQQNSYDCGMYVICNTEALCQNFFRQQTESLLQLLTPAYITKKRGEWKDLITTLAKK
PfG6PD inh: PfG6PD (Plasmodium falciparum) enzyme inhibition. PfGluPho enzyme, NADPH resazurin-diaphorase fluorescence. AID 504690. inhibition, % at 20 µM. actives 0.78% (n = 350,000);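 active means inhibition reaching at least a set limit at 20 µM in the primary screen, cut at about 59% in these data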;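 further: 0% = DMSO wells with substrate and 100% = DMSO wells lacking glucose-6-phosphate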
SENP8 block-2: inhibitors of human SENP8 protease. Q96LD8. recombinant SENP8, Nedd8 substrate fluorescence. inhibition, % at 20 µM. actives 0.64% (n = 360,000). AID 602440; in the data active means inhibition mostly above about 40%, no sharp cut-off; inactive means mostly below about 27%
SENP1 inh: SENP1 (human) catalytic domain inhibition; Q9P0U3; recombinant SENP1 catalytic domain, CyPet-SUMO1-YPet FRET cleavage; actives 0.21% (n = 360,000); AID 624204; inhibition, % at 10 µM;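 active means inhibition at least 30% at 10 µM, raw YFP signal under a set limit, fluorescence ratio 0.5 to 1.5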;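 further: 0% = enzyme with DMSO and 100% = no enzyme wells; some results filed as inactive read as strong as hits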
Target sequence (Q9P0U3 419-644 limits assumed): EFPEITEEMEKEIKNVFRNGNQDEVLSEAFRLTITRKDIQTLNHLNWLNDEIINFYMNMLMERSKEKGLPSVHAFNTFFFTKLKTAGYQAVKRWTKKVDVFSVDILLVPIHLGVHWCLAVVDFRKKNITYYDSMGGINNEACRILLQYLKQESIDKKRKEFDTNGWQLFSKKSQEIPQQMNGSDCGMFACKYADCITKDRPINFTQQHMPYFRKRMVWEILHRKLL
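Assay system – human recombinant His6-tagged SENP1 catalytic domain enzyme · Input – SENP1 enzyme, 20 pM final · Buffer or medium – Tris pH 8 buffer plus EDTA, NaCl, BME, BSA, NP40, catalase · Schedule – 50 min reaction at room temperature · Technique – FRET read of cyan and yellow fluorescence · Control set – no-enzyme wells low, DMSO-plus-enzyme wells high control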
Apaf-1 inh: blocks human Apaf-1 apoptosome activity. O14727. actives 0.71% (n = 330,000). inhibition, % at 20 µM. reconstituted apoptosome caspase-3 activity, DEVD-Rh110 fluorescence; active means inhibition of at least 40% at 20 µM;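 further: plate controls were DMSO wells for no effect and DEVD-CHO caspase inhibitor wells for full effect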
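System – cell-free apoptosome with Apaf-1, procaspase-3 and caspase-9 · Buffer or medium – pH 7.5 Hepes buffer with CHAPS, BSA, DTT · Also added – cytochrome c with DEVD-Rh110 · Times – 30 min compound preincubation, 50 min activation, room temperature · Technique – Rh110 fluorescence intensity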
SENP7 inh: SENP7 protease inhibition; recombinant SENP7, Z-RLRGG-aminoluciferin luminescence, 40 min; inhibition, % at 5 µM; actives 1.5% (n = 330,000);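 active means inhibition above about 50% at the single test dose, limit read from the data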;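 further: plate controls were DMSO with enzyme for no effect and no enzyme buffer wells for full effect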
Target sequence (Q9BQF6 706-1050 limits assumed): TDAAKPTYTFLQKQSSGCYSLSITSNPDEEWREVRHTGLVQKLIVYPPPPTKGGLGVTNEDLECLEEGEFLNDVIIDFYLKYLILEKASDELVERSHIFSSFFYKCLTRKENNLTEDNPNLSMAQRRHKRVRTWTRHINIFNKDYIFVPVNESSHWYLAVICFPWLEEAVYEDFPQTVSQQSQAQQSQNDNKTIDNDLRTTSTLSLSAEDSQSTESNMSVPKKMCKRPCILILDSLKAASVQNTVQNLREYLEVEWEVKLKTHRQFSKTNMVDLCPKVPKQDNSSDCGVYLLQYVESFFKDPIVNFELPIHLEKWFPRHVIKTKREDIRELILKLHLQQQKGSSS
SENP6 inh: inhibitors of human SENP6 protease; Recombinant SENP6 catalytic domain, aminoluciferin luminescence; inhibition, % at 10 µM; Q9GZR1; actives 1.8% (n = 330,000);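 active means inhibition above about 50% at the single tested dose, limit read from the data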;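 further: plate controls were DMSO wells with enzyme for no effect and DMSO wells lacking enzyme for full effect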
HKDC1 inh: blocks human hexokinase HKDC1 activity; Q2TB90; recombinant HKDC1, G6PDH/diaphorase resazurin coupled fluorescence; inhibition, % at 20 µM; actives 0.16% (n = 340,000);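 active means inhibition above about 35% when tested at 20 µM, limit read from the data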;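 further: plate controls were DMSO wells with enzyme for no effect and DMSO wells lacking enzyme for full effect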
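Assay system – recombinant HKDC1 (HK5) hexokinase enzyme, produced in-house · Input – HKDC1 at 5 µg/mL · Reagent – glucose plus 1 mM ATP as hexokinase substrates · Timing – 90 min reaction incubation at room temperature, dark · Measured by – G6PDH/diaphorase-coupled fluorescence, 1 mM NADP, 100 µM resazurin, 525/613 nm · Benchmarks – DMSO-enzyme wells negative, buffer-substituted wells positive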
* hit, by the source's call; / = no result given.

cpd | structure | SENP8 block-1 | PfG6PD inh | SENP8 block-2 | SENP1 inh | Apaf-1 inh | SENP7 inh | SENP6 inh | HKDC1 inh
1 | COc1ccc(-n2c(=O)[nH]c3cc(C(=O)NCCc4ccccc4)ccc3c2=O)cc1OC | 2 | 1 | -7 | 0 | 2 | -2 | -47 | 4
2 | CCC(c1nnc(SCC(=O)Nc2ccc(S(N)(=O)=O)cc2)n1Cc1ccccc1)N(C)C (stereo not drawn) | -5 | 10 | 12 | 0 | -9 | 4 | -13 | -6
3 | COCc1cc(C)n(CC(=O)Nc2ccccc2C(=O)OC)c(=O)c1C#N | -5 | -13 | -337 | -19 | 1 | -6 | -3 | 1
4 | C#CCOCCOCCOCCNc1nc(N2CCN(C(=O)[C@H](CCCCN)n3cc(CN)nn3)CC2)nc(N2CCN(C(=O)[C@H](CCCN=C(N)N)n3cc(C(N)[C@H](C)CC)nn3)CC2)n1 (stereo partly drawn) | -4 | 8 | 22 | 0 | 35 | -8 | -25 | -2
5 | COc1ccc(C(=O)Nc2nc3cc4c(cc3s2)OCCO4)c(OC)c1 | -10 | 10 | -440 | -1 | -17 | -8 | -15 | 4
6 | CC(=O)Nc1ccc2nc(NC(=O)COc3cccc(C)c3)sc2c1 | 4 | 10 | 7 | 3 | -2 | 7 | -4 | -5
7 | O=C(COC(=O)Cc1cccs1)Nc1ccccc1F | 9 | -3 | 17 | 6 | 0 | 4 | 16 | 2
8 | C=CCOc1c(Br)cc(/C=N/Nc2ccc(C(=O)O)cc2)cc1OCC | 77* | -8 | -312 | -18 | 6 | 55* | 85* | 6
9 | Cc1cccc(C)c1OCC(O)CNC(C)C (stereo not drawn) | -4 | -20 | 27 | 0 | 5 | 7 | -8 | -13
10 | CCCCc1nnc(NC(=O)CN2C(=O)C3CCCCC3C2=O)s1 (stereo not drawn) | 4 | -3 | 6 | 1 | 7 | -5 | -13 | -2
11 | Cc1c(NS(=O)(=O)c2ccc3nc(COc4ccccc4Cl)[nH]c3c2)c(=O)n(-c2ccccc2)n1C | -1 | -3 | 2 | -7 | 10 | 2 | -8 | -7
12 | Cc1cc(=O)[nH]c(N2CCCNCC2)n1 | 0 | -13 | 8 | 3 | -7 | 0 | 7 | -6
13 | O=C(NCCc1ccccc1)C(=O)NCC1OCCN1S(=O)(=O)c1ccc(Br)cc1 (stereo not drawn) | 7 | 6 | 15 | 1 | 6 | 2 | 1 | -1
14 | COc1cccc(CSc2nnc(-c3ccncc3)n2N)c1 | 5 | -4 | 23 | 2 | -2 | 5 | 5 | -4
15 | Cc1ccc(-c2nnc(SCC(=O)Nc3cccc(C(=O)N4CCOCC4)c3)n2C)cc1 | -3 | -14 | 17 | 1 | 1 | 12 | -1 | 9
16 | Cc1ccc(NC(=O)CSc2nc(NS(=O)(=O)c3ccc(C)cc3)cc(=O)[nH]2)cc1 | 0 | 3 | 10 | 1 | 3 | 3 | -5 | -2
17 | FC(F)(F)c1ccccc1CNCc1ccncc1 | -11 | -2 | 13 | -1 | 2 | -12 | -2 | -8
18 | COCCNS(=O)(=O)c1ccc2c(c1)n(C)c(=O)n2C | -4 | 0 | 6 | 4 | -24 | -4 | -15 | -6
19 | CCOc1cc(S(=O)(=O)N2CCN=C2Cc2ccccc2)ccc1F | -13 | -2 | 8 | 3 | 1 | 4 | -14 | 0
20 | COc1ccc(CCNC(=O)c2ccco2)cc1 | -11 | -27 | 14 | 2 | -13 | 2 | -16 | 2
21 | Nc1ccccc1-c1nnc(SCc2ccccc2F)[nH]c1=O | -1 | -16 | 25 | 17 | 10 | 8 | -4 | -4
22 | CN(Cc1nc(-c2ccc(Cl)cc2)no1)C(=O)CCN1C(=O)[C@H]2CC=CC[C@H]2C1=O | 0 | 0 | 10 | 1 | -3 | 4 | -4 | 2
23 | CC1CCN(C(C(=O)NC2CCCCC2)c2cc3c(cc2[N+](=O)[O-])OCO3)CC1 (stereo not drawn) | -5 | 7 | 2 | 3 | 9 | -8 | -16 | 1
24 | COCCn1c(N)c(Sc2ccc([N+](=O)[O-])cc2)c(=O)[nH]c1=O | -6 | -7 | 22 | 3 | -6 | -4 | -1 | -5
25 | COc1ccc(CC(=O)NCC2CCCN(Cc3ccc(OC)cc3F)C2)cc1 (stereo not drawn) | -1 | 0 | 12 | -4 | 1 | -11 | 4 | -8

The last three entries of the part above come first, to join the parts:
cpd | structure | SENP8 block-1 | PfG6PD inh | SENP8 block-2 | SENP1 inh | Apaf-1 inh | SENP7 inh | SENP6 inh | HKDC1 inh
23 | CC1CCN(C(C(=O)NC2CCCCC2)c2cc3c(cc2[N+](=O)[O-])OCO3)CC1 (stereo not drawn) | -5 | 7 | 2 | 3 | 9 | -8 | -16 | 1
24 | COCCn1c(N)c(Sc2ccc([N+](=O)[O-])cc2)c(=O)[nH]c1=O | -6 | -7 | 22 | 3 | -6 | -4 | -1 | -5
25 | COc1ccc(CC(=O)NCC2CCCN(Cc3ccc(OC)cc3F)C2)cc1 (stereo not drawn) | -1 | 0 | 12 | -4 | 1 | -11 | 4 | -8
26 | COc1cc2[nH]c(=O)c(C(=O)NCc3ccccc3Cl)c(O)c2cc1OC | 11 | 9 | -214 | -1 | -1 | 7 | 15 | -6
27 | COc1ccc(OC)c(CCNC(=O)c2nn(C)c3c2CS(=O)(=O)c2ccccc2-3)c1 | 1 | 4 | -1 | 2 | 1 | 5 | 4 | 1
28 | O=c1c2sc3nc(N4CCOCC4)c4c(c3c2nnn1Cc1ccccc1)CCCC4 | -11 | -8 | -304 | 0 | 13 | -2 | -4 | -4
29 | COc1ccc(CP(=O)(c2ccccc2)c2ccccc2)cc1 | 9 | 12 | 10 | 1 | -10 | -12 | 23 | -7
30 | CC1(NC(=O)c2ccccc2)CCN(CCCc2ccccc2)C1=O (stereo not drawn) | 0 | 6 | 10 | 4 | -2 | 4 | 2 | -5
31 | CCN(C[C@H]1N[C@@](C)(C(=O)OC)[C@H]2C(=O)N(Cc3ccccc3)C(=O)[C@@H]12)C(=O)c1ccc(C)cc1 | -6 | -1 | -9 | 0 | -5 | 8 | -30 | -4
32 | Cn1c(=O)c2c(ncn2CC(=O)NCc2cccnc2)n(C)c1=O | -6 | 6 | 15 | -1 | -5 | -10 | -16 | 5
33 | CCOC(=O)C1CCCN(C(=O)c2ccc(NC(=O)CC3SC(N4CCCC4)=NC3=O)cc2)C1 (stereo not drawn) | 5 | -3 | 5 | 2 | -2 | -6 | 1 | -6
34 | Cc1ccc(S(=O)(=O)N2CCN(C3CC4CCC3C4)CC2)cc1 (stereo not drawn) | 1 | -4 | 24 | 0 | 1 | 3 | -4 | -6
35 | COc1ccc(C(=O)NC2CCN(S(=O)(=O)c3ccc(C)cc3)CC2)cc1 | 3 | -21 | 5 | 0 | -4 | 4 | -6 | 4
36 | COc1ccc(NC(=O)CCC2COc3ccccc3O2)c(OC)c1 (stereo not drawn) | 6 | 0 | 13 | 1 | 8 | -2 | -1 | -3
37 | CCOc1cc(Br)c(C(=O)O)cc1OCC | -1 | -7 | 6 | 5 | -13 | 14 | 3 | -6
38 | O=C(NC(=S)NCC1CCCO1)c1ccccc1Br (stereo not drawn) | 9 | -12 | 6 | 0 | 5 | 9 | -14 | 4
39 | CC(C(=O)N1CCOCCOCCOCCOCCOCC1)N1C(=O)c2ccccc2C1=O (stereo not drawn) | 10 | -16 | 10 | 1 | -8 | 4 | 7 | -9
40 | O=C(c1ccc(F)cc1)c1ccc(-c2ccc(F)cc2)nc1 | -6 | 9 | 12 | 1 | 1 | -9 | -22 | 0
41 | CN(C)CCCNc1oc(-c2ccccc2Cl)nc1S(=O)(=O)c1ccc(F)cc1 | 8 | 9 | -39 | 2 | 18 | 5 | -14 | -1
42 | COc1ccc(C(=O)Nc2ccccc2Cc2ccccc2)c(OC)c1 | -12 | -7 | 0 | 1 | 15 | -5 | -13 | 2
43 | O=S(=O)(c1cccc(S(=O)(=O)N2CCCC2)c1)N1CCCCC1 | -5 | 2 | 0 | 1 | -3 | 2 | 12 | -3
44 | Cc1ccc(S(=O)(=O)NCCOC(=O)Nc2sc(=S)n(C)c2C)cc1 | 3 | 23 | 6 | -1 | -19 | 4 | 3 | -8
45 | CCC[N+](CC#Cc1ccccc1)(CCC)CC(=O)c1ccc(Cl)cc1 | -6 | -4 | 6 | -1 | 12 | 6 | -12 | -16
46 | COc1ccccc1C(CNC(=O)COc1cc(C)ccc1Cl)N1CCCC1 (stereo not drawn) | -15 | -58 | 2 | -2 | 7 | -9 | -4 | -1
47 | COc1ccc(/C=C/c2nc(N)nc(-c3ccccc3O)n2)cc1 | -16 | -2 | 8 | 0 | 1 | 0 | -21 | -15
48 | C[n+]1c2n(c3ccccc31)N=C(c1ccc(-c3ccccc3)cc1)CS2 | -11 | 12 | -1 | 5 | 27 | -14 | -12 | -11
49 | COc1ccc(/C(C)=N/NC(=O)C2CC2)cc1 | -5 | -9 | 13 | 1 | 1 | 8 | -5 | 1
50 | N/C(CC(=O)NCCOc1ccccc1)=N\O | -6 | 8 | -2 | 0 | -10 | -5 | -11 | -4

Single records, from the list above. Order of values: SENP8 block-1	PfG6PD inh	SENP8 block-2	SENP1 inh	Apaf-1 inh	SENP7 inh	SENP6 inh	HKDC1 inh
Entry for COc1cc2[nH]c(=O)c(C(=O)NCc3ccccc3Cl)c(O)c2cc1OC = 11	9	-214	-1	-1	7	15	-6
Entry for CCOc1cc(Br)c(C(=O)O)cc1OCC = -1	-7	6	5	-13	14	3	-6
Entry for COc1ccc(OC)c(CCNC(=O)c2nn(C)c3c2CS(=O)(=O)c2ccccc2-3)c1 = 1	4	-1	2	1	5	4	1
Entry for CCN(C[C@H]1N[C@@](C)(C(=O)OC)[C@H]2C(=O)N(Cc3ccccc3)C(=O)[C@@H]12)C(=O)c1ccc(C)cc1 = -6	-1	-9	0	-5	8	-30	-4
Entry for Cn1c(=O)c2c(ncn2CC(=O)NCc2cccnc2)n(C)c1=O = -6	6	15	-1	-5	-10	-16	5

Later entries.
cpd | structure | SENP8 block-1 | PfG6PD inh | SENP8 block-2 | SENP1 inh | Apaf-1 inh | SENP7 inh | SENP6 inh | HKDC1 inh
51 | Cc1ccc(CNC(=O)CCCCCNC(=O)N2CCn3c2nc2ccccc23)cc1 | 0 | -7 | -4 | 0 | 7 | 7 | 14 | 4
52 | O=S(=O)(c1ccccc1)N1CCN(CC(O)COc2ccc3c(c2)CCC3)CC1 (stereo not drawn) | 1 | 1 | 6 | 2 | 2 | 0 | -12 | -5
53 | Cc1cccc(NC(=S)N2CCN(S(C)(=O)=O)CC2)c1 | -2 | 18 | 8 | 7 | 2 | -3 | -1 | -9
54 | N#CC1(Nc2ccc(C(=O)O)cc2)CCCC1 | / | 6 | 23 | 2 | / | / | / | 6
